Screens as filed in PubChem.
L3MBTL1 inh: blocks human L3MBTL1. Q9Y468. AlphaScreen L3MBTL1–H3K9me1 peptide binding. Potency, µM (titrated, usually from 57.1 µM), without a hit: at the top dose activity, negative = inhibition, most hits filed as inhibitors. hit rate 0.66% among 230,000. AID 485360; further: on the % scale 0 is the no-effect control and ±100 the full control effect; nearly all actives have a fitted effect of over 60% in size
Target sequence (Q9Y468 whole entry, looked up): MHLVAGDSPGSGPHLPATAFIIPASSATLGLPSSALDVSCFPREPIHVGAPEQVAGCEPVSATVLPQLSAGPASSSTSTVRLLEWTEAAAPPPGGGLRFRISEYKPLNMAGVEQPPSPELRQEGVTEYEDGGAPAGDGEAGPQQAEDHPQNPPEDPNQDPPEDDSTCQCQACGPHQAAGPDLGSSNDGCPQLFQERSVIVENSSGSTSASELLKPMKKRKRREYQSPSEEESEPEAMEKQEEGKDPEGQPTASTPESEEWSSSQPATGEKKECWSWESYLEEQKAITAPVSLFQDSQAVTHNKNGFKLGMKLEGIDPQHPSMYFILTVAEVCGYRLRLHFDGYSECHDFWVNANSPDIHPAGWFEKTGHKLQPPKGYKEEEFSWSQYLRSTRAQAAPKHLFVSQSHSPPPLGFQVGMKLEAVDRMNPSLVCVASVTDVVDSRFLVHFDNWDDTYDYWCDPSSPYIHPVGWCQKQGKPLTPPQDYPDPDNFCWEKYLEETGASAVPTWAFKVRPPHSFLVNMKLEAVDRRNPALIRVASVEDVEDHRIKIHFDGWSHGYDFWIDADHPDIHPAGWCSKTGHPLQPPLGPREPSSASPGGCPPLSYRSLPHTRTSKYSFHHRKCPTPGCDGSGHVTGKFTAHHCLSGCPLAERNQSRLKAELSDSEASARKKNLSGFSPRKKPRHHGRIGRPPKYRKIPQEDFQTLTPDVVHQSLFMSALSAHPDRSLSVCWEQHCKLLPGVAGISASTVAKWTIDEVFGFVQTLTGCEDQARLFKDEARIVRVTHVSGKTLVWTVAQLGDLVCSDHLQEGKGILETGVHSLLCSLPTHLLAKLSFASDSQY
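Displacement of a biotinylated histone H3(1-15) peptide monomethylated at Lys9 (75 nM) from L3MBTL1 (50 nM) was measured by AlphaScreen after a 30 min room-temperature compound incubation; cefsulodin titration served as intraplate control.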
Tau ThT inhib: inhibitors of human tau fibril formation, thioflavin T binding; P10636; recombinant tau K18 P301L (four-repeat tau fragment), heparin-induced fibrillization, ThT fluorescence; Potency, µM (top dose mostly 57.4 µM), for inactives: at the top dose activity, negative = inhibition, hits mostly inhibitors; hit rate 2.1% among 270,000; further: on the % scale 0 is the no-effect control and ±100 the full control effect; nearly all actives have a fitted effect of over 55% in size
Target sequence (P10636 561-689 P618L limits assumed): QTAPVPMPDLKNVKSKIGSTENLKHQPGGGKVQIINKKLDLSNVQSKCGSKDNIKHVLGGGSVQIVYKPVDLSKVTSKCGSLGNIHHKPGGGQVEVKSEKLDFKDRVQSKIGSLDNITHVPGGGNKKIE
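K18 P301L tau (15 uM + 0.24 uM Alexa 594-tagged), heparin 20 uM, NaOAc pH 7, 6 h 37 C; ThT 30 uM, 1 h RT, ex 450/em 510 nm.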
KinaseGlo FLuc: blocks Kinase-Glo luciferase, a counter-screen artifact | Potency, µM (series often up to 38.3 µM), for inactives: top-dose activity change, negative = inhibition, most hits filed as inhibitors | hit rate 0.28% among 200,000 | Kinase-Glo luciferase, ATP luminescence, 8 min | Q27757; further: on the % scale 0 is the no-effect control and ±100 the full control effect; nearly all actives have a fitted effect of over 60% in size
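Compounds were added to a substrate mix at pH 7.2 (50 mM imidazole, 10 uM ATP, within the enzyme's linear range), followed by Kinase-Glo detection reagent; luminescence was measured after 8 minutes at ambient temperature.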
JMJD2E inh: blocks human JMJD2E demethylase activity | AID 2147 | JMJD2E catalytic domain, FDH-coupled NADH fluorescence (FDH is formaldehyde dehydrogenase) | Potency, µM (doses to about 57.1 µM), inactives show at the top dose activity change, negative = inhibition, actives largely listed as inhibitors | hit rate 1.6% among 230,000; active means well fitted inhibition curve with a large enough effect, not every such curve was filed as active; inconclusive means small, poorly fitted or top-dose-only effect, or another doubt; inactive means no such curve, though single readings can be large or run the other way;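 further: 0% = wells with enzyme and -100% = buffer wells without enzyme; nearly all actives have a fitted effect of over 50% in size; many of its hits are not listed in these tables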
Lamin A splicing: LMNA splicing modulation; HeLa LMNA splicing GFP/RFP minigene ratio, 48 h; Potency, µM (top dose mostly 46.1 µM), without a hit: at the highest dose ratio change, negative = inhibition, hits mostly inhibitors; AID 1487; hit rate 0.01% among 200,000; active means well fitted inhibition curve with a large enough effect in the signal ratio, with a control signal flat, not every such curve was filed as active; inconclusive means small, poorly fitted or top-dose-only effect, or effect the other way, or a change in a side signal; the % refers to the signal ratio; further: on the % scale 0 is the no-effect control and ±100 the full control effect
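S3 HeLa stable clones carrying a lamin A-EGFP splicing minigene plus DsRed2 were seeded at 600 cells/well in Opti-MEM with 2% FBS, pin-dosed and incubated 48 h at 37°C. Acumen cytometry (488 nm) gave the GFP/RFP total-intensity ratio.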
SMN2 splice up: enhancers of SMN2 splice variant expression; Potency, µM (top dose mostly 46.1 µM), for the others: at the top dose activity change, positive = activation, most hits filed as activators; HEK293 SMN2-luciferase splicing reporter, luminescence, 30-36 h; hit rate 2.8% among 210,000; further: % of control where 0% means no effect; nearly all actives have a fitted effect of over 55% in size
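HEK293 cells carry an SMN2 minigene-luciferase reporter in which exon 7 inclusion puts luciferase in frame. Cells were seeded at 2000 cells/well, attached for 10-12 hours, then exposed to compounds for 30-36 hours at 37C before ONE-Glo luminescence.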
ALDH1A1 block: inhibitors of human aldehyde dehydrogenase 1A1; P00352; Purified ALDH1A1, NADH fluorescence, propionaldehyde substrate; Potency, µM (series often up to 75.3 µM), for the others: top-dose activity, negative = inhibition, actives largely listed as inhibitors; hit rate 7.3% among 220,000; active means well fitted inhibition curve with a large enough effect, not every such curve was filed as active; inconclusive means small, poorly fitted or top-dose-only effect, or another doubt; inactive means no such curve, though single readings can be large or run the other way;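 further: plate controls were no enzyme wells and a reference inhibitor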
RECQ1 inh: inhibitors of human RECQ1 DNA helicase; hit rate 0.54% among 240,000; Potency, µM (top dose mostly 57.3 µM), for the others: top-dose activity, negative = inhibition, hits mostly inhibitors; AID 2549; P46063; RECQ1 DNA unwinding, red fluorescence kinetic read;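 further: plate controls were vehicle for no effect and no enzyme for full effect; nearly all actives have a fitted effect of over 30% in size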
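RECQ1T1 50 nM; forked duplex (20 bp + 30-nt ss tails) 200 nM, ATP 2 mM final; pH 8.0, 2 mM MgCl2, 2.5 ug/ml poly(dI-dC); 15 min compound preincubation; discontinuous kinetic read over 2 h at RT.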
Active calls of the source: *; i = inactive; ? = inconclusive; nt = not tested or not shown; [ ] = remark or other dose. Unless noted, the call rests on the fitted dose curve; in most records, active means well fitted curve in the direction sought with a large enough effect; inconclusive means small, poorly fitted or top-dose-only effect, or another doubt; inactive means no such curve, though single readings can be large; an effect the other way counts as inactive or inconclusive. Potency means the concentration at half of the fitted maximal effect. This is a subset. The share of hits here may be higher or lower than overall.

Preview, two compounds:
SMILES	L3MBTL1 inh	Tau ThT inhib	KinaseGlo FLuc	JMJD2E inh	Lamin A splicing	SMN2 splice up	ALDH1A1 block	RECQ1 inh
CCOC(=O)C1=C(C)N(C)C(=S)NC1c1ccc(Cl)cc1 (stereo not given)	-5.0%	-6.0%	1.7%	-3.6%	?	1.3%	-0.9%	i
CCCOC(=S)N/C(=N\S(=O)(=O)c1ccccc1)c1ccccc1	6.8%	3.1%	-1.7%	5.1%	-7.6%	6.5%	14.1µM*	i

The listing, previewed entries included:
SMILES	L3MBTL1 inh	Tau ThT inhib	KinaseGlo FLuc	JMJD2E inh	Lamin A splicing	SMN2 splice up	ALDH1A1 block	RECQ1 inh
CCOC(=O)C1=C(C)N(C)C(=S)NC1c1ccc(Cl)cc1 (stereo not given)	-5.0%	-6.0%	1.7%	-3.6%	?	1.3%	-0.9%	i
CCCOC(=S)N/C(=N\S(=O)(=O)c1ccccc1)c1ccccc1	6.8%	3.1%	-1.7%	5.1%	-7.6%	6.5%	14.1µM*	i
COc1ccc(-c2noc(CCC(=O)Nc3cc(Cl)c(OC)cc3OC)n2)cc1	nt	?	2.7%	-0.5%	?	1.9%	?	-17.4%
NNC(=O)c1sc(-c2ccc(Cl)cc2)cc1N	10.7%	?	-3.5%	?	-22.7%[46 µM]	-15.2%	?	i
O=C(COC(=O)COc1ccc(Cl)cc1)NC1CCCCC1	7.0%	-4.0%	-2.3%	13.6%	2.9%[0.0737 µM]	-5.4%	-1.3%	-2.4%
CCC(C(=O)NCCCc1ccccc1)c1ccccc1 (stereo not given)	11.0%	0.6%	0.5%	-6.1%	3.7%	0.4%	-3.1%	-2.4%
COc1ccc(Cl)cc1S(=O)(=O)N1CCN(C)CC1	nt	-7.7%	-1.0%	-4.0%	-0.6%	-0.2%	13.3%	-3.6%
N#CCCSCc1ccc(C(=O)O)o1	4.2%	-9.8%	-2.4%	4.4%	-8.0%	8.8%	19.3%	i
Cc1csc(SCC(=O)N2CCCC2)n1	3.7%	-8.9%	-5.3%	-1.2%	-3.8%	-2.5%	1.9%	-1.2%
CCOC(=O)c1c(C)[nH]c(C)c1C(=O)COC(=O)c1cccc(C)c1O	-6.1%	?	-3.7%	-4.4%	2.2%	-2.8%	13.9%	-12.2%
O=C1C2CCCN2C(c2ccccc2)N1c1ccc(Cl)cc1 (stereo not given)	5.6%	-4.7%	-1.8%	7.3%	?	101.7%	2.7%	1.5%
O=C(O)CCCn1cc(NC(=O)COc2ccccc2[N+](=O)[O-])cn1	nt	0.2%	nt	8.4%	nt	nt	1.3%	-2.6%
O=C(N/N=C/c1cccn1-c1ccccc1)c1ccncc1	nt	-3.4%	-2.5%	-6.5%	nt	-7.8%	6.4%	-9.4%
O=C(CCN1CCOCC1)NNC(=S)NC(=O)c1ccc(Br)cc1	0.3%	-6.9%	3.2%	-2.9%	?	-35.4%[inhibitor]	?	-6.4%
COC(=O)[C@@]1(Cc2ccccc2)[C@H]2c3cc(C(=O)N(C)C)n(CCO)c3C[C@H]2CN1C(=O)c1ccccc1	nt	1.6%	0.3%	7.0%	nt	5.3%	7.1%	i
O=C1Nc2cccnc2Sc2ccccc21	-4.3%	-17.9%	2.3%	-1.6%	-2.1%	-4.6%	?	i
CC(=O)/C(N=Nc1cc2c(c([N+](=O)[O-])c1C)C(C)(C)CC2(C)C)=C(\C)O	-17.1%	?	nt	-5.7%	nt	nt	6.9%	-17.6%
O=C(OCC(=O)N(Cc1ccccc1)C1CCS(=O)(=O)C1)c1cc2c(s1)CCCC2 (stereo not given)	-10.9%	-17.1%	1.5%	?	-6.3%	3.6%	-6.9%	-1.9%
CC(C)Oc1ccc(C(=O)NC2CCCCC2)cc1	nt	-9.3%	-3.8%	3.7%	-1.8%	?	-3.6%	-6.0%
COc1cc(OC)nc(NC(=O)COC(=O)C2CCCCC2)n1	4.6%	-6.5%	-1.0%	-0.6%	6.0%	3.3%	?	4.2%
CSc1cccc(NC(=S)N(CCCN2CCC(C)CC2)Cc2cccs2)c1	nt	-4.8%	2.2%	3.1%	nt	-18.4%	-14.3%	2.1%
CCOC(=O)C1=C(C)NC(=O)NC1/C(C)=C/c1ccccc1 (stereo not given)	nt	-7.6%	1.9%	3.8%	1.5%	11.1%	-8.7%	i
N/C(=N/O)c1ccccc1N1CCC(Cc2ccccc2)CC1	nt	?	3.2%	-5.7%	nt	-92.9%[inhibitor]	-6.3%	i
COc1ccc2c(c1)C=C(CN1CCN(C(C)C)C(CCO)C1)CO2 (stereo not given)	-3.1%	-2.5%	nt	-0.5%	nt	nt	4.7%	-5.3%
CC(C)(C)C(=O)NCCc1nc2ccccc2n1CC(=O)c1ccccc1	5.0%	-3.6%	13.1%	4.5%	-1.0%	6.0%	16.3%	-0.2%
COC(=O)c1ccc(C2CC(=O)Nc3cc(OC)c(OC)cc32)cc1 (stereo not given)	-1.2%	-4.7%	-5.3%	-3.0%	5.0%	-7.2%	-0.5%	-8.8%
Cc1cccc(C(=O)NCC(=O)OCC(=O)c2cc(C)n(CC3CCCO3)c2C)c1 (stereo not given)	nt	-10.0%	-5.6%	-5.1%	4.2%[46 µM]	7.8%	-5.7%	-17.3%
C#Cc1ccc([C@@H]2C=C(C(=O)O)O[C@H](OCCCCO)C2)cc1	-17.1%	-5.3%	nt	-29.5%	nt	nt	-8.0%	-10.5%
CCC1=NN2C(=N)/C(=C\c3ccc(SCc4ccco4)o3)C(=O)N=C2S1	nt	10µM*	14.1%	-9.0%	13.4%	-1.1%	-11.4%	22.4µM*
Cc1c(N(C(=O)Nc2ccccc2)C2=NCC(C)S2)c(=O)n(-c2ccccc2)n1C (stereo not given)	-5.7%	-1.1%	-3.7%	1.6%	4.4%	-1.4%	-2.2%	-3.4%
Cc1ccc(CNC(=O)c2ccccc2N)cc1	-1.1%	-14.7%	-1.6%	?	4.3%	-12.0%	?	i
CC(C)NC(=O)C1CCN(C2CCN(Cc3ccc4cccc(F)c4n3)CC2)CC1	2.1%	-10.7%	-0.1%	-15.3%	?	nt	-9.8%	-2.0%
CCN(Cc1ccccc1)C(=O)COC(=O)c1cc(Cl)nc(Cl)c1	10.0%	2.3%	3.9%	-0.3%	9.8%[46 µM]	7.8%	3.3%	-1.9%
O=C(O)/C=C/c1cccnc1	8.7%	6.0%	nt	5.4%	nt	nt	nt	0.7%
O=C(COc1ccc(Br)cc1)NCCO	4.5%	-0.2%	-0.5%	7.7%	-2.3%	1.7%	1.6%	i
CC(C)(C)NC[C@H](O)COc1cccc2[nH]c(=O)[nH]c12	nt	-14.0%	-2.3%	3.2%	nt	nt	6.0%	-8.7%
Cc1cc(C)nc(SCC(=O)N/N=C\C(Br)=C\c2ccccc2)n1	4.5%	-0.2%	-1.1%	2.3%	-11.5%	-36.3%[inhibitor]	-2.6%	7.9%
CCOC(=O)C1=C(N)c2ccccc2CC1C1CCCC1 (stereo not given)	10.2%	-8.6%	nt	-16.1%	nt	nt	nt	10.7%
CC(Sc1nnc2ccccn12)C(N)=O (stereo not given)	15.1%	-6.7%	-3.8%	-25.6%	?	2.3%	11.8%	-20.7%
NS(=O)(=O)c1ccc(NC(=S)NCc2ccccc2)cc1	-2.3%	-8.5%	3.0%	-5.1%	1.9%	-3.8%	20µM*	-4.9%
Cc1ccccc1CN(c1ccc(C(=O)N/N=C/c2ccc(OCC(N)=O)cc2)cc1)S(C)(=O)=O	-3.9%	?	0.4%	-22.4%	6.7%[46 µM]	5.7%	4.7%	12.2%
Cc1cc(C)c(-c2csc(NC(=O)C3=NN(c4ccccc4)C(=O)CC3)n2)c(C)c1	-19.8%	-14.8%	nt	?	?	nt	?	0.4%
O=C(CSc1nnc(C2COc3ccccc3O2)o1)N1CCOCC1 (stereo not given)	0.2%	-8.9%	-3.5%	7.6%	-3.2%	-10.8%	3.3%	-4.2%
COCCCn1nnnc1SCC(=O)Nc1nc(C)c(C)s1	0.1%	-12.5%	-1.3%	9.9%	-9.9%	-0.1%	?	1.6%
Cc1cc(C)cc(NC2=CC(=O)CC(c3ccco3)C2)c1 (stereo not given)	nt	-4.1%	18.7%	0.3%	-6.9%	28.3%	0.9%	-4.5%
COc1ccc(CNC(=O)Cc2c(C(=O)O)[nH]c3ccccc23)cc1	10.6%	-1.0%	0.5%	?	-4.3%	1.9%	-10.2%	-9.6%
Cn1c(SCC(=O)N(C2CCCCC2)C2CCCCC2)nnc1-c1cccs1	23.6%[11.4 µM]	-12.3%	2.9%	-12.0%	-29.1%	nt	?	i
CNC(=S)Nc1ccc(OC)c(OC)c1	5.5%	-9.4%	2.4%	12.0%	-5.2%	8.4%	9.7%	-9.8%
Cn1c(Cn2c(C(F)(F)F)nc3ccccc32)nc2ccccc21	nt	-15.6%	-3.6%	0.9%	-7.5%	-24.1%	5.9%	-26.1%
COc1ccc(NC(=O)CNC(=O)c2cccs2)cc1Cl	6.6%	-7.7%	0.1%	9.8%	nt	6.0%	-2.5%	i
New compounds follow:
SMILES	L3MBTL1 inh	Tau ThT inhib	KinaseGlo FLuc	JMJD2E inh	Lamin A splicing	SMN2 splice up	ALDH1A1 block	RECQ1 inh
NC(=O)c1ccc(SCC(=O)NC2CCCCC2)c([N+](=O)[O-])c1	17.9%	2.4%	-1.1%	1.4%	8.8%[9.22 µM]	-3.2%	2.5%	-10.4%
CCCSc1nc(=O)n2cc(C)ccc2n1	-2.6%	0.4%	2.0%	?	-1.6%	27.1%	-14.2%	5.1%
Cc1cc(C)c(NC2=CC(=O)CC(C)(C)C2)c(C#N)c1	5.4%	3.1%	-2.1%	1.2%	-5.4%	-7.0%	?	-17.0%
CCC(C)NC(C(=O)Nc1ccc(Cl)c([N+](=O)[O-])c1)c1ccccc1 (stereo not given)	5.5%	-11.3%	1.4%	-22.8%	-5.9%	6.2%	?	-8.8%
Cc1cc(C)nc(/N=C(\N)Nc2ccc(F)c([N+](=O)[O-])c2)n1	1.1%	-12.1%	-6.5%	3.6%	2.7%	-47.3%[inhibitor]	-5.2%	7.1%
Cc1ncc(CN2CCN(C3CCCC3)C(CCO)C2)s1 (stereo not given)	-4.6%	-9.2%	-0.3%	-17.4%	nt	nt	6.2%	-2.7%
